Compound activity (PubChem BioAssay)
DT40 TDP1 CPT: qHTS for Inhibitors of human tyrosyl-DNA phosphodiesterase 1 (TDP1): qHTS in cells in presence of CPT; chicken DT40 Tdp1-/-;hTDP1 cells + 20 nM CPT, ATP luminescence, 48 h; Potency, µM (highest dose often 46.2 µM), inactives show at the highest dose activity change, negative = growth inhibition, actives largely listed as inhibitors; 12% of 420,000 active; active = well fitted inhibition curve with a large enough effect; inconclusive = small, poorly fitted or top-dose-only effect; note: nearly all actives have a fitted effect of over 55% in size
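Chicken DT40 Tdp1-/- cells stably complemented with human TDP1 were seeded at 400 cells/well in medium containing 20 nM camptothecin, exposed to pin-transferred compounds, and grown at 37 °C for at least 48 hr. Viability was read as ATP luminescence.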
* = called active by the depositor; u = inconclusive; [ ] = remark or other dose. % is set by controls: 0 for no effect and ±100 for the full control effect; potency is the fitted concentration of half-maximal effect. The list is partial; count on the stated rates, not on these rows.

Structure | DT40 TDP1 CPT
COc1ccc(N2CCN(C(=O)C(=O)c3cc(OC)c4ccccc4c3)CC2)cc1 | 23µM*
CC1(C(=O)NCCC(F)(F)F)Cc2c(-c3ccccc3)ccnc2O1 (centres undefined) | 6.5µM*
CC(=O)Nc1ccc(NC(=O)C(NC(=O)c2ccc(Cl)cc2)C(C)C)cc1 (centres undefined) | 8%
CCC(=O)N1CCC1(C)C(=O)Nc1ccc2nc(C)ccc2c1 (centres undefined) | -15%
CCCc1c(C(=O)N/N=C/c2ccoc2)nnn1-c1nonc1N | 1%
NCc1csc(Nc2ncccn2)n1 | -27%
Cn1nc(C(C)(C)C)cc1N1C(=O)CCC1(C)C(=O)Nc1ccc2ccccc2c1 (centres undefined) | u
COCCN1C[C@@H](CO)O[C@@H](n2cnc3c(N4CCCC4)ncnc32)C1 | 1%
CCOC1=C2[C@@H](CN(S(=O)(=O)c3ccc(C)cc3)[C@H]2c2ccccc2Cl)[C@H]2C(=O)N(C(C)(C)C)C(=O)[C@H]2C1 | u
O=S(=O)(O)Sc1ccccc1 | 23µM*
Cc1cccc(C(=O)N[C@H]2CC[C@@H](n3cc(C(=O)N4CCCC4)nn3)CC2)c1 | 23%[9.04 µM]
COc1ccc(S(=O)(=O)N(C)C[C@@H]2Oc3cc(Br)ccc3S(=O)(=O)N([C@H](C)CO)C[C@@H]2C)cc1 | u
Cc1cnc(C)c(-c2cc(F)cc3c2OC(CNC(=O)Cc2c(C)noc2C)C3)n1 (centres undefined) | u
Clc1ccc(-c2cccc3nccn23)c(Cl)c1 | -18%
CNc1cc(OC)c(C(=O)N[C@H]2CCN(Cc3ccccc3)[C@H]2C)cc1Cl | 11µM*
CC(C)C[C@@H]1CC2=C(C(=O)OC(C)(C)O2)[C@H](c2ccc(Cl)cc2)O1 | u
COc1cccc(C(=O)NCC2Cc3cccc(-c4ncccn4)c3O2)c1OC (centres undefined) | u
C[C@@H]1CN([C@@H](C)CO)C(=O)CCCn2nncc2CO[C@H]1CN(C)Cc1cccc2c1OCCCO2 | 1%
O=C(Nc1ccc(F)c(Cl)c1)C1Cc2c(-c3ccc4c(c3)OCO4)ccnc2O1 (centres undefined) | u
COC(=O)[C@@]12C[C@@H](CC(=O)NCCC(C)C)C(=O)N(Cc3ccccc3)C1=CCC(C)(C)C2 | u
CC1(C(=O)NS(=O)(=O)C2CC2)CCN(C(=O)c2c(F)cccc2F)C1 (centres undefined) | 2%
Cc1c(C(=O)c2ccc(F)cc2F)c2ccccn2c1CCc1ccccn1 | u
Oc1ccc(-c2cnc3c(Nc4cccc(OC(F)(F)C(F)F)c4)nccn23)cc1 | u
COc1cc(NC(=O)CCl)ccc(=O)c1 | 13µM*
CCOC(=O)C1=C(C)NC(C)=C(C(=O)OCC)C1C(=O)OCC(=O)Nc1ccc(NC(C)=O)cc1 | -25%
COc1ccc(NC(=O)N(C)[C@H]2C[C@H]3c4[nH]c5ccccc5c4CCN3C(=O)[C@H]2[C@H](C)O)cc1 | -25%
C[C@@H]1CN([C@H](C)CO)C(=O)c2cc(Br)cnc2O[C@@H]1CN(C)C(=O)c1ccccc1 | 2%
CC(c1nc2ccccc2[nH]1)n1c(-c2ccncc2)nc2ccccc21 (centres undefined) | -11%
CCCN(CCC)Cc1cc(=O)oc2cc(OC)c(Cl)cc12 | u
CC1(Oc2ccc(CC#N)cc2)CCN(Cc2ccc(-n3ccnc3)cc2)C1 (centres undefined) | u
COC(=O)c1cc(=O)nc(NN=Cc2ccc(OC)cc2)s1 | -18%
Cc1ccc(-c2nc3ncccn3c2N)cc1 | u
Cc1cc(C)cc(Cn2cc(CN3CC(N4CCN(C)CC4)CS3(=O)=O)nn2)c1 (centres undefined) | 9%
CC(Sc1nc2ncc(Cl)cc2[nH]1)C(=O)Nc1ccccc1[N+](=O)[O-] (centres undefined) | u
C[C@H]1CN([C@@H](C)CO)S(=O)(=O)c2ccc(-c3cncnc3)cc2O[C@H]1CN(C)C(=O)NC1CCCC1 | 1%
CC1(C(=O)NS(=O)(=O)c2ccccc2)CCN1C(=O)Cc1ccccc1Cl (centres undefined) | -21%
COc1ccccc1CN1C(=O)C(C)ON=C1c1ccccc1F (centres undefined) | -24%
COc1ccc(-c2nc3ccc(Br)cn3c2Cc2cccc(F)c2)cc1OC | u
CC1=C(C(=O)N(C(C)C)C(C)C)CC(CC(=O)NC(c2ccccc2)c2ccccc2)C(=O)N1CCC1=CCCCC1 (centres undefined) | 26µM*
CN[C@H]1C[C@H]2c3[nH]c4ccc(-c5cccc(C)c5)cc4c3CCN2C[C@H]1[C@H](C)O | 7.3µM*
CC1(C(=O)NS(=O)(=O)c2cccc(Cl)c2)CCN1C(=O)CC1CCCCC1 (centres undefined) | -23%
C[C@@H]1CN([C@H](C)CO)C(=O)CCCn2nncc2CO[C@@H]1CN(C)C(=O)Nc1ccnc(N2CCOCC2)c1 | 5%
COc1cc(C)ccc1OCc1cc(C(=O)NC2CCOCC2)no1 | 0%
COc1ccc(C2=NN(CCC(=O)NC3CCCCC3C)C(=O)CC2)cc1 (centres undefined) | -24%
CCCOc1ccc(F)cc1-c1cc(C(=O)Nc2ccc(OC)nc2)[nH]n1 | u
Cc1ncc2c(c1CNC(=O)c1ccccc1F)CCN(C(=O)c1ccc3c(c1)OCCO3)C2 | 0.058µM*
COC(=O)[C@@]1(Cc2ccc(F)cc2)[C@H]2c3cc(C(=O)N(C)C)n(Cc4ccc(C)c(F)c4F)c3C[C@H]2CN1C(=O)c1ccccc1 | u
CC1=C(C(=O)N(C)C)CC(CC(=O)NCCc2ccccn2)C(=O)N1CCCN1CCCC1=O (centres undefined) | 1%
COc1ccc(-c2nc3ccc(Br)cn3c2Cc2ccsc2)cc1OC | u
COc1ncnc2c1ncn2CCCN1CCN(C(=O)C2CC2)CC1 | -7%
CCNC(=O)C1(C)CCCN(C(=O)c2cccc(C)c2C)C1 (centres undefined) | 5%
COc1cccc(C(O)c2nc(-c3ccccc3)cs2)c1 (centres undefined) | u
COc1ccccc1C1CN(Cc2c(C)nn(C)c2Cl)Cc2ccccc2O1 (centres undefined) | -6%[9.04 µM]
Cn1nnnc1NN=Cc1ccccc1 | 2%
CCOC(=O)C1(C)CCCCCN1C(=O)c1ccc(C(=O)OC)cc1 (centres undefined) | u
COc1cccc(NC(=O)C2(C)CCN2C(=O)CCC2CCCC2)c1 (centres undefined) | u

Reformatted field by field: part of the list above
smiles: COc1cccc(C(O)c2nc(-c3ccccc3)cs2)c1 (centres undefined)
  DT40 TDP1 CPT: u

smiles: COc1ccccc1C1CN(Cc2c(C)nn(C)c2Cl)Cc2ccccc2O1 (centres undefined)
  DT40 TDP1 CPT: -6%[9.04 µM]

smiles: Cn1nnnc1NN=Cc1ccccc1
  DT40 TDP1 CPT: 2%

smiles: CCOC(=O)C1(C)CCCCCN1C(=O)c1ccc(C(=O)OC)cc1 (centres undefined)
  DT40 TDP1 CPT: u

Next section
Structure | DT40 TDP1 CPT
COc1ccc(-c2ccc(CN3C(C(C)C)C(=O)N(Cc4cn(CCC5OCCO5)nn4)CCS3(=O)=O)cc2)cc1 (centres undefined) | 9.2µM*
COc1ccc(CN(C(C)=O)c2cc(C)c([N+](=O)[O-])cc2OC)cc1OC | -17%
FC(F)(F)c1cc(Cl)c2nc(-c3ccc(Cl)cc3)c(Cc3ccccc3)n2c1 | -13%
CC1(C(=O)Nc2ccc(F)c(Cl)c2)Cc2c(-c3cccc(C(F)(F)F)c3)ccnc2O1 (centres undefined) | u
CCCCn1nnnc1C(c1ccccc1)N1CCN(C(C)=O)CC1 (centres undefined) | -2%
Cc1cc(S(=O)(=O)c2ccc(Cl)cc2)nc(S(=O)(=O)c2ccc(Cl)cc2)c1C#N | 0.65µM*
O=c1nc(Oc2ccccc2)nc2ncccn12 | u
COc1ccc(-c2cc3ccccc3c(=O)o2)cc1 | -21%[9.04 µM]

Looked up above.
Result of FC(F)(F)c1cc(Cl)c2nc(-c3ccc(Cl)cc3)c(Cc3ccccc3)n2c1 under DT40 TDP1 CPT: -13%
Result of COc1ncnc2c1ncn2CCCN1CCN(C(=O)C2CC2)CC1 under DT40 TDP1 CPT: -7%
Result of C[C@@H]1CN([C@@H](C)CO)C(=O)CCCn2nncc2CO[C@H]1CN(C)Cc1cccc2c1OCCCO2 under DT40 TDP1 CPT: 1%
Result of Clc1ccc(-c2cccc3nccn23)c(Cl)c1 under DT40 TDP1 CPT: -18%
Result of COc1ccc(-c2cc3ccccc3c(=O)o2)cc1 under DT40 TDP1 CPT: -21%[9.04 µM]

Later entries:
Structure | DT40 TDP1 CPT
Cc1cccc(C)c1NC(=O)CN1CCN(c2ccc(C(F)(F)F)cn2)CC1 | 15µM*
Cc1ccc(S(=O)(=O)N2[C@@H](c3ccc(Cl)cc3)C(C(=O)OC(C)(C)C)=CC[C@H]2c2ccc(Cl)c(Cl)c2)cc1 | u
CCCCCCN1CCN(C2CN(CCCC)S(=O)(=O)C2)CC1 (centres undefined) | -4%
CN1CCN(C2CN(Cc3ccccc3)S(=O)(=O)C2)CC1 (centres undefined) | 6%
O=C(O)c1ccc(CN2C[C@@H](CO)O[C@@H](n3cnc4c(N5CCOCC5)ncnc43)C2)cc1 | 2%
O=C(Nc1cccc(C(=O)O)c1)/C(=C\c1ccccc1)NC(=O)c1ccc(Br)o1 | 3%
CC1(C(=O)NS(=O)(=O)c2cccs2)CCN1C(=O)c1ccco1 (centres undefined) | 8%
Cc1cccc(C)c1NC(=O)C1(C)CSCC(=O)N1Cc1cccs1 (centres undefined) | -29%

Entries from the list above with a COOH group:
Structure | DT40 TDP1 CPT
O=C(O)c1ccc(CN2C[C@@H](CO)O[C@@H](n3cnc4c(N5CCOCC5)ncnc43)C2)cc1 | 2%
O=C(Nc1cccc(C(=O)O)c1)/C(=C\c1ccccc1)NC(=O)c1ccc(Br)o1 | 3%

Remaining list, next part.
Structure | DT40 TDP1 CPT
CCc1c(O)nc(SCC(=O)Nc2c(C)cccc2C)n(-c2ccc(F)cc2)c1=O | 2%
COc1cc2c(cc1OC)C(=NO)CCCC2 | 1%
CN1CCN(C(=O)OC2CC3CC2[C@H]2CCCCN2C3=O)CC1 (some centres undefined) | -10%
CC(=O)Nc1cc(C(=O)N2CCc3c(Cl)cccc3C2)cc2ncn(CCc3ccccn3)c12 | -10%[9.04 µM]
Fc1cccc(Cc2c(-c3ccc(Cl)cc3)nc3ccc(Br)cn23)c1 | u
CC1(C(=O)NS(=O)(=O)Cc2cccc(Cl)c2)CCN1C(=O)Cc1ccc(-c2ccccc2)cc1 (centres undefined) | -13%
CC(C)(C)c1ccc(CC(=O)N2CCC2(C)C(=O)NS(=O)(=O)c2cccc(F)c2)cc1 (centres undefined) | -12%
O=C(c1cccc(N2CCCC2=O)c1)N1CCC(Oc2cccc(CN3CCN(c4ccccn4)CC3)c2)CC1 | u
Cc1cc(C(=O)NCC2CCC3(CCN(Cc4cccc(F)c4F)CC3)O2)n(C)n1 (centres undefined) | 21µM*
CCN(C(=O)Nc1cccc2ccccc12)c1ccccc1 | 23µM*
COc1cc(=O)n2c(c1C(=O)N(C)Cc1nccs1)CCN(Cc1ccc(F)c(F)c1)CC2 | u
CC1(C(=O)Nc2ccc(Cl)c(Cl)c2)CCN1C(=O)CC1CCCC1 (centres undefined) | 26µM*
COc1ccc(CCN2CC(=O)NC(=O)C2)cc1OC | 2%
COc1ccc(Nc2nnc(SCC(=O)N(CC(C)C)C3CCS(=O)(=O)C3)s2)cc1 (centres undefined) | u
CC(C)NC(=O)C1(C)CCCN1C(=O)c1ccc2c(c1)C(C)(C)CCC2(C)C (centres undefined) | 4.6µM*
O=C(NCc1cc(Cl)cc(Cl)c1)c1ccc2sc([C@@H]3O[C@H](CO)[C@H](O)[C@H](O)[C@H]3O)nc2c1 | -1%
CN1CCN(C(=O)c2cccc(-c3ccc4nncn4c3)c2)CC1 | -3%
CCCS(=O)(=O)NCc1c(C)ncc2c1CCN(C(=O)c1ccc(Cl)cc1)C2 | -3%[9.04 µM]
CC1(C(=O)NS(=O)(=O)c2ccc(C#N)cc2)CCN1C(=O)Cc1cc(F)ccc1F (centres undefined) | -4%
COc1cccc(OC2(C)CCN(Cc3cccn3-c3nccs3)C2)c1 (centres undefined) | 23µM*
CSc1ccc(CNC(=O)C2(C)CCCN2CC(C)C)cc1 (centres undefined) | 18µM*
CCOc1cc(OCC)cc(C(=O)N2CCC[C@@H]2C(=O)N2CCC[C@H]2C(=O)NCc2ccncc2)c1 | -18%
OC(c1cccc(Cl)c1)c1nc(-c2ccoc2)cs1 (centres undefined) | u
CC1(C)CC(=O)C2=C(C1)NC(=O)CC2 | -3%
CC(C)C[C@@H](CN1CCC[C@@H]1CN1C(=O)C(=O)NC[C@@H]1Cc1ccccc1)N1C[C@H](Cc2ccccc2)N(CC2CCCCC2)C(=O)C1=O | u
O=C1c2ccccc2C(=O)N1CCC#C/C=C1\c2ccccc2C(=O)N1c1ccccc1 | u
COCCNC(=O)C1(C)Cc2c(-c3ccc(NC(C)=O)cc3)ccnc2O1 (centres undefined) | u
Cn1cc(-c2csc(C(O)c3ccccc3)n2)cn1 (centres undefined) | -23%
NC(COCc1ccccc1)c1csc(Nc2nccc(C(F)(F)F)n2)n1 (centres undefined) | u
COc1ccc(NC(=O)c2ccncc2)cc1S(=O)(=O)N1CCCCC1 | -3%
COCCNC(=O)C1(C)CCN(C(=O)c2ccc(SC(F)(F)F)cc2)C1 (centres undefined) | 0%
